# KKLEB cytotox = counter-screen for CF NF-kB inhibitors: cytotoxicity. KKLEB CF airway cells viability, ATPlite luminescence, overnight; active compounds read low; cells stimulated with P. aeruginosa culture filtrate. 0.36% of 360,000 active. activity change (cytotoxicity), % at 5 µM. AID 602141;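 active = corrected activity change at or below -50% at 5 µM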
# CF NFkB inh = inhibitors of cystic fibrosis induced NF-kB. KKLEB NF-kB-GFP reporter, PAF-induced, GFP fluorescence overnight. inhibition, % at 5 µM. 0.86% of 360,000 active;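 active = at least 50% inhibition at 5 µM, scaled per plate between neutral and stimulator controls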;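 also: PAF is a Pseudomonas aeruginosa culture filtrate used as stimulus; plate controls were PAF-stimulated DMSO wells for no effect and unstimulated DMSO wells for full effect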
# TRAIL sens C8 = sensitizes caspase-8 expressing cells to TRAIL; NB7+C8 cells + TRAIL, ATPlite viability luminescence; inhibition (viability loss, TRAIL sensitization), % at 10 µM; 1% of 360,000 active;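 active = compounds causing at least 50% loss of cell viability in the single-dose screen, relative to plate controls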
# TWEAK-Fn14 inh = TWEAK-Fn14 signaling inhibition. TWEAK-stimulated Fn14 reporter cells, luciferase luminescence, 8 h. inhibition, % at 10 µM. 2% of 360,000 active. AID 1159606; in the data active = inhibition above about 50%
# NCOA1 inh = inhibits human SRC1 coactivator; 0.12% of 360,000 active; HEK293 GAL4-SRC1 luciferase reporter, luminescence; inhibition, % at 3.6 µM; Q15788;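 active = inhibition above the campaign mean plus 3 SD, with each screening campaign given its own cutoff, cut at about 60% in these data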;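 also: 0% = DMSO treated cells and 100% = gossypol at 36 µM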
# Target sequence (Q15788 whole entry, looked up, the tested form may be a part): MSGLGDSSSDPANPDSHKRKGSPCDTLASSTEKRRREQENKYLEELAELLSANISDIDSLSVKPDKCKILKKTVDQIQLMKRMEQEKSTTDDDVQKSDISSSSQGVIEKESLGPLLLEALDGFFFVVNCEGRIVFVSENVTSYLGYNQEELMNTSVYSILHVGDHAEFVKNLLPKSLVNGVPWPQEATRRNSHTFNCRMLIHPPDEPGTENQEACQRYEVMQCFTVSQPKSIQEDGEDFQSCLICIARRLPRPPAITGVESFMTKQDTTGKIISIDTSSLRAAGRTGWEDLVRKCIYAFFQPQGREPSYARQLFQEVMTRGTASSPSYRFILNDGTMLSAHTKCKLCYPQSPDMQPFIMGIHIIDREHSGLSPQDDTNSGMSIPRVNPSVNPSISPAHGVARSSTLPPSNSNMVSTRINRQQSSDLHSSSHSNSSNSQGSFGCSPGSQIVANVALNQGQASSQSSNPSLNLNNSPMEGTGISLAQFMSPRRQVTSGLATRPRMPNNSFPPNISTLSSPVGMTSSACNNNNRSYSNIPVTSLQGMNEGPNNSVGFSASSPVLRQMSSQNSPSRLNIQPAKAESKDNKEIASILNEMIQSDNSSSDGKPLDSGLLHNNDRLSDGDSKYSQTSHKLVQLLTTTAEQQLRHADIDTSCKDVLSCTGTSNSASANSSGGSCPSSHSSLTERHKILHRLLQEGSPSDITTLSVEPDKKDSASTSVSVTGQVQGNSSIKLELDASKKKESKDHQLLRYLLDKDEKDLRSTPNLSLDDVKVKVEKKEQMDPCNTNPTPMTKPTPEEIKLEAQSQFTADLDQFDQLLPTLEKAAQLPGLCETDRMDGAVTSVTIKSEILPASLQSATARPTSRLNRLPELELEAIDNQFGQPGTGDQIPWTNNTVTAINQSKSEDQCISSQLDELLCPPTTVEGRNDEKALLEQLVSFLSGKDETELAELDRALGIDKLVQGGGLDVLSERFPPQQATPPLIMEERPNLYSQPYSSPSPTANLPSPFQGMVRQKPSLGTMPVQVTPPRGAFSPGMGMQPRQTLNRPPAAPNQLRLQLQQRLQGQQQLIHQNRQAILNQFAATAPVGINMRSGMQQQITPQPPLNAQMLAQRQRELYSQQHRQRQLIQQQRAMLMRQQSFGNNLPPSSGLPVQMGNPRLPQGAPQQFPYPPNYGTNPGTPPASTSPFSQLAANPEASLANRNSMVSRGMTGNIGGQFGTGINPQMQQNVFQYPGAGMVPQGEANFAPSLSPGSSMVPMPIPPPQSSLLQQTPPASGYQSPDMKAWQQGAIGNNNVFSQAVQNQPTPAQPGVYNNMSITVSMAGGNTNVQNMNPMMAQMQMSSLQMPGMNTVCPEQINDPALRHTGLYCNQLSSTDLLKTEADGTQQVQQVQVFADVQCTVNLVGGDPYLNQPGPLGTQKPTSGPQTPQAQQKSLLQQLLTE
# Shn3 inh set2 = reduces Shn3 3'UTR luciferase signal in osteoblasts; inhibition, % at 12.5 µM; Clone20 osteoblast Shn3 3'UTR firefly luciferase, 24 h; 0.52% of 360,000 active;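 active = mean inhibition of at least 75% with every replicate also reaching 75%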;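 also: 0% = median of neutral control wells and 100% = pilot-screen positive control compound; some compounds past the cut are filed as inactive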
# SRC3 inh = inhibits human SRC3 coactivator | Q9Y6Q9 | HEK293 GAL4-SRC3 luciferase reporter, luminescence | inhibition, % at 3.6 µM | 0.17% of 360,000 active | AID 588352;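 active = inhibition above a per-campaign cutoff, the mean of all compounds plus 3 SD, cut at about 60% in these data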;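 also: 0% = DMSO-treated cells and 100% = gossypol-treated cells at 36 µM; higher means less SRC3-driven luciferase light from the GAL4 reporter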
# LRH-1 inv ag = inverse agonists of human LRH-1 (NR5A2); O00482; HEK293T StAR-luciferase reporter, LRH-1 transfected, 24 h; inhibition, % at 3.6 µM; 0.13% of 360,000 active; AID 602396;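 active = inhibition above the mean inhibition of all tested compounds plus 3 SD, cut at about 73% in these data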;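 also: 0% = DMSO wells and 100% = reporter-only cells lacking LRH-1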
# LMP1 NFkB inh = inhibitors of Epstein-Barr LMP1-induced NF-kappaB reporter; LMP1-induced NF-kappaB luciferase reporter cells, luminescence; inhibition, % at 12.5 µM; 0.69% of 350,000 active; AID 504558; in the data active = inhibition above about 41%;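 also: 0% = neutral control wells and 100% = reference inhibitor control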
# COUP-TFII inh = blocks human COUP-TFII nuclear receptor. P24468. AID 686940. 0.7% of 370,000 active. inhibition, % at 8.6 µM. HEK293T NGFI-A luciferase reporter, luminescence;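 active = inhibition above a per-plate cutoff, mean inhibition of test wells between control levels plus 3 SD, cut at about 38% in these data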;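 also: cells cotransfected with COUP-TFII expression vector driving the NGFI-A reporter; 0% = median of COUP-TF2 test wells and 100% = reporter-only cells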
# TROY signal inh = blocks TROY-dependent signaling in reporter cells; Q293 LMP1-TROYcd NF-kB luciferase reporter, 4 h; inhibition, % at 10 µM; 0.98% of 360,000 active; AID 1347056;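 active = compounds whose plate-normalised and pattern-corrected inhibition of the luciferase reporter signal at the single screening dose is 50% or more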
# The depositor's hits bear a star. This is a subset, so the mix of outcomes need not match the whole.
# Every second line gives: KKLEB cytotox, CF NFkB inh, TRAIL sens C8, TWEAK-Fn14 inh, NCOA1 inh, Shn3 inh set2, SRC3 inh, LRH-1 inv ag, LMP1 NFkB inh, COUP-TFII inh, TROY signal inh
> CN(C)S(=O)(=O)c1cccc(NC(=O)Cn2cc(C(F)(F)F)cc(Cl)c2=O)c1
  2, 3, 1, 3, 6, -27, 6, -6, -1, -4, 11
> CC(C)COc1ccc(C(=O)OCC(=O)N(C)CC(=O)Nc2ccc(F)cc2)cc1
  -12, 8, -29, -11, 0, 22, 0, -10, -1, 7, 4
> COc1ccc(CNC(=O)CCC(=O)N2CCN(S(=O)(=O)c3cc([N+](=O)[O-])ccc3C)CC2)cc1
  22, -26, -8, -22, -18, 12, -53, 5, 0, 1, -11
> CCN(CC)S(=O)(=O)c1ccc(-c2nnco2)cc1
  -4, 8, -16, 0, 2, 8, -17, 1, 1, -1, -22
> COCCNC(=O)CN(Cc1ccc2c(c1)OCO2)C(=O)CCC(=O)Nc1nccs1
  -1, -4, -24, 14, -2, 1, 3, 15, -6, -1, -11
> O=C(Nc1cccc(C(=O)N2CCOCC2)c1)NC1CCCCC1
  -1, 3, -2, 3, 3, 12, -39, -3, 2, 6, -2
> Cc1cc(C)cc(NC(=O)CN2CCCN(S(=O)(=O)c3ccc(Br)s3)CC2)c1
  0, 9, -14, -24, 9, -6, -8, -9, -7, -1, 8
> CC(=O)c1cccc(Oc2cc(NN3CCCCC3)c([N+](=O)[O-])cc2[N+](=O)[O-])c1
  -2, 14, 1, -17, -67, 14, -1, 16, 5, -7, 8
> CC(C)/C=C/C(=O)N1CCC(N2CCC(C(=O)N3CCOCC3)CC2)CC1
  7, 1, -14, -18, 7, -23, 24, 11, 8, -1, -5
> COc1ccc(C(C(N)=O)c2ncc(C(F)(F)F)cc2Cl)cc1 (stereo unspecified)
  -7, 0, 2, -10, 20, 21, 13, 3, -25, -4, 2
> Cc1cccc(/C=N/NC(=O)NC23CC4CC(CC(C4)C2)C3)n1
  -8, -9, 11, -16, -12, -11, -40, -15, -5, -17, -48
> COc1ccc(-c2cc(C)no2)cc1S(=O)(=O)N(C)c1ccc(C)cc1
  -24, 8, 19, 11, -23, 14, -3, -16, -9, -2, 13
> CC(=O)Nc1ccc(S(=O)(=O)N2CCc3ccccc3C2)cc1
  0, -12, 1, -9, -6, 3, -16, 14, -7, -3, 7
> Cc1cccc(C)c1NC(=O)CN(C)CC(=O)Nc1cc(Cl)ccc1C#N
  7, 0, -5, 5, -14, -2, -9, 9, 0, -7, -1
> COC(=O)[C@H](Cc1ccccc1)NC(=O)Cn1ccc(NC(=O)OCc2ccccc2)nc1=O
  14, -36, -2, 4, 17, -1, -1, -8, 6, -1, 0

# Another view of some results above:
smiles	KKLEB cytotox	CF NFkB inh	TRAIL sens C8	TWEAK-Fn14 inh	NCOA1 inh	Shn3 inh set2	SRC3 inh	LRH-1 inv ag	LMP1 NFkB inh	COUP-TFII inh	TROY signal inh
Cc1cc(C)cc(NC(=O)CN2CCCN(S(=O)(=O)c3ccc(Br)s3)CC2)c1	0	9	-14	-24	9	-6	-8	-9	-7	-1	8
CC(=O)c1cccc(Oc2cc(NN3CCCCC3)c([N+](=O)[O-])cc2[N+](=O)[O-])c1	-2	14	1	-17	-67	14	-1	16	5	-7	8
CC(C)/C=C/C(=O)N1CCC(N2CCC(C(=O)N3CCOCC3)CC2)CC1	7	1	-14	-18	7	-23	24	11	8	-1	-5
COc1ccc(C(C(N)=O)c2ncc(C(F)(F)F)cc2Cl)cc1 (stereo unspecified)	-7	0	2	-10	20	21	13	3	-25	-4	2
Cc1cccc(/C=N/NC(=O)NC23CC4CC(CC(C4)C2)C3)n1	-8	-9	11	-16	-12	-11	-40	-15	-5	-17	-48
COc1ccc(-c2cc(C)no2)cc1S(=O)(=O)N(C)c1ccc(C)cc1	-24	8	19	11	-23	14	-3	-16	-9	-2	13
CC(=O)Nc1ccc(S(=O)(=O)N2CCc3ccccc3C2)cc1	0	-12	1	-9	-6	3	-16	14	-7	-3	7
Cc1cccc(C)c1NC(=O)CN(C)CC(=O)Nc1cc(Cl)ccc1C#N	7	0	-5	5	-14	-2	-9	9	0	-7	-1
COC(=O)[C@H](Cc1ccccc1)NC(=O)Cn1ccc(NC(=O)OCc2ccccc2)nc1=O	14	-36	-2	4	17	-1	-1	-8	6	-1	0

# (continued)
# Every second line gives: KKLEB cytotox, CF NFkB inh, TRAIL sens C8, TWEAK-Fn14 inh, NCOA1 inh, Shn3 inh set2, SRC3 inh, LRH-1 inv ag, LMP1 NFkB inh, COUP-TFII inh, TROY signal inh
> CN(CC(=O)Nc1ccc(Cl)cc1)CC(=O)Nc1cccc(Br)c1
  -6, 10, -8, 20, 13, 15, 5, -1, 30, 5, -5
> COc1cc(CN2CCCCCC2)cc(OC)c1
  2, 0, -8, -10, -6, 7, 4, -2, -1, -11, 13
> CCN(Cc1ccccc1)c1ccc(/C=N/NS(=O)(=O)c2cccc([N+](=O)[O-])c2)cc1
  1, -8, 0, 14, -6, -13, -6, 38, -3, 3, 0
> Cc1ccc(C)c(-n2nnc3ccccc3c2=O)c1
  7, -30, -4, -2, -17, -15, 1, 15, 3, 11, -33
> O=C1NC(=S)N/C1=C/c1ccc(Oc2ccc(C(F)(F)F)cc2[N+](=O)[O-])c(Cl)c1
  13, 0, 16, -5, 1, -10, 13, 9, 1, -17, 14
> COc1ccc(N=c2cc(-c3ccc(O)cc3)oc3ccccc23)cc1
  0, -95, 12, -85, -12, -19, -1, -3, 4, -7, -64
